Bioassay records (PubChem)
IEC-6 cytotox: kills IEC-6 intestinal cells in KLF5 counter-screen. hit rate 0.78% among 290,000. inhibition, % at 5 µM. IEC-6 cytotoxicity, luminescence viability; in the data active means inhibition above about 22%;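 further: 0% = plate median of test compound wells and 100% = cytotoxic reference compound wells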
HSF-1 act: increases HSF-1 driven luciferase reporter signal. NIH3T3-HGL HSF-1 luciferase reporter, MG132, 8 h; 100% = twice DMSO control signal. activation, % at 9 µM. hit rate 1.7% among 300,000. AID 504408;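 active means mean replicate activation of at least 50% with a set share of replicates each reaching 50%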;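 further: 0% = median of the neutral control wells and 100% = twice that signal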
GSK3 alpha inh: inhibitors of human GSK-3 alpha kinase; hit rate 0.1% among 320,000; ADP-Glo luminescence, 60 min; inhibition, % at 10 µM; P49840;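 in the data active means inhibition above about 50%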;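 further: GST-tagged GSK-3 alpha with peptide substrate and 25 µM ATP; 0% = DMSO neutral wells and 100% = GW8510 positive control wells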
Target sequence (P49840 whole entry, looked up): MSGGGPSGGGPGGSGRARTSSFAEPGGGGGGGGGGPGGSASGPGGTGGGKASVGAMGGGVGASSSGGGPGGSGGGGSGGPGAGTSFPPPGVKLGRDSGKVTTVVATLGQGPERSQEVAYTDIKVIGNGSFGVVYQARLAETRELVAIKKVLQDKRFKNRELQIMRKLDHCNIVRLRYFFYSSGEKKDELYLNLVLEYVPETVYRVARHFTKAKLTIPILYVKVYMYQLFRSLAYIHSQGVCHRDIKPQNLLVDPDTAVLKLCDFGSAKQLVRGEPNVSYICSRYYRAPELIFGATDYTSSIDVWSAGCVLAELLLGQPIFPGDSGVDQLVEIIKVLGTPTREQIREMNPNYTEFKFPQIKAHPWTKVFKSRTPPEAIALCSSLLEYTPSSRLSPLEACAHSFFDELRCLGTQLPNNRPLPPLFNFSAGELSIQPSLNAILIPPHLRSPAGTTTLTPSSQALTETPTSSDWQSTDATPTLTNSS
HSF1 inhib: HSF1 inhibition. NIH3T3-HGL HSE-luciferase, MG132-induced, luminescence 8 h; hits give low values. activity change, negative = inhibition, % at 7.5 µM (by protocol). hit rate 0.77% among 300,000;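 active means more than half of replicate wells show activity change below -50%, luminescence cut by over half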;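 further: luciferase reports HSF-1 transcriptional activity via heat shock element; 0% = median of DMSO wells and -100% = zero luminescence signal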
HIF act: HIF pathway transcriptional activation; U2OS HRE-luciferase reporter, luminescence; normalized: DMSO 0%, desferrioxamine 100%; activation, % at 7.5 µM (by protocol); hit rate 0.32% among 300,000; AID 1910;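 active means mean activation of at least 10% of the iron chelator positive control signal, with at least half of replicates also reaching 10%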
AI-2 QS modul: Vibrio harveyi AI-2 quorum sensing modulation; Vibrio harveyi JMH597 AI-2 luminescence/OD600 ratio, 9 h; hits give low values; strain lacks LuxN and CqsS sensors; 0 = neutral-control median; activity change, % at 7.5 µM; hit rate 0.4% among 300,000; AID 2094; in the data active means activity change below about -75%, passing the limit was not always enough;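 further: luminescence divided by OD600 gain over 9 h not by final OD600 alone; inactives centre near 13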
aSyn UTR inh: MLPCN primary screen, SNCA 5' untranslated region; alpha-synuclein 5'UTR reporter, inhibitor activity; inhibition, % (tested at 7.5 µM); hit rate 0.82% among 300,000; AID 1813; in the data active means inhibition above about 60%;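 further: H4 neuroglioblastoma cells stably carrying SNCA 5'UTR luciferase fusion; 0% = DMSO wells and 100% = positive control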
GSK3beta inhib: blocks human GSK3beta kinase activity; activity score (negative = inhibition), % at 10 µM; hit rate 0.038% among 300,000; GST-GSK3beta kinase, ADP-Glo luminescence, 60 min; hits give low values; P49841;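 active means more than half of replicate wells score below -50%, meaning over 50% inhibition versus plate controls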;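 further: 0% = median DMSO wells and -100% = median GW8510 positive control wells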
Target sequence (P49841 whole entry, looked up): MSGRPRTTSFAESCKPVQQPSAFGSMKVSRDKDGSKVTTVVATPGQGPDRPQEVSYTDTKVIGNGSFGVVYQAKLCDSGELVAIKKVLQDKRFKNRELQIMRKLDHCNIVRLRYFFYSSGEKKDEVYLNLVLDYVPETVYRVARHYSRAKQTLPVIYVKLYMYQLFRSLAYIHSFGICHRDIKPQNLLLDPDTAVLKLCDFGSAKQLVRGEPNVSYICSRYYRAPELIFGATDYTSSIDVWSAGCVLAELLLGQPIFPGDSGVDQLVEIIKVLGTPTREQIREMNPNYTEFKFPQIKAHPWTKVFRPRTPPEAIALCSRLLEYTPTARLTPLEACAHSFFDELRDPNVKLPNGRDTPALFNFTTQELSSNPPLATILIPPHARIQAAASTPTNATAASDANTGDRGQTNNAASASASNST
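Test system – GST-tagged human GSK3beta kinase, cell-free · Incubation – 60 min enzyme reaction, room temperature · Signal – ADP-Glo luminescence · Also added – peptide substrate and ATP at 25 µM · Controls – DMSO neutral wells and GW8510 at 20 µM as positive · Buffer or medium – Tris/MgCl2 kinase buffer · Measure – Luminescence-derived activity versus plate DMSO and GW8510 wells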
KLF5 inhibitor: inhibitors of KLF5 expression | hit rate 0.23% among 290,000 | inhibition, % at 5 µM | DLD-1 KLF5 promoter-luciferase reporter, luminescence;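 active means inhibition above a per-plate limit of that plate's mean compound inhibition plus 3 SD, cut at about 60% in these data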;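 further: 0% = DMSO wells and 100% = LY294002 at 200 µM; higher means less KLF5 promoter-driven luciferase light; inactives centre near -14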
HSP90 inh: inhibitors of HSP90 luciferase refolding in rabbit reticulocyte lysate; luciferase refolding luminescence, 3 h; inhibition, % at 5.6 µM; hit rate 0.91% among 290,000; AID 1789;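 active means inhibition above the screen-wide mean plus 3 SD, computed separately per campaign, cut at about 16% in these data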;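 further: 0% = DMSO wells and 100% = 60 µM geldanamycin wells; inhibitors lower the luminescence because luciferase stays unfolded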
An asterisk follows results filed as active.

How did COc1cccc2c1nc(C)c1cc(C)oc12 do in these assays?
IEC-6 cytotox: 6; HSF-1 act: 23; HSF1 inhib: 5; HIF act: 1.8; AI-2 QS modul: 24; aSyn UTR inh: -34; GSK3beta inhib: 1; KLF5 inhibitor: -5; HSP90 inh: 5

How did O=Cc1cccn1-c1ccc2ccccc2c1 do in these assays?
IEC-6 cytotox: 2; HSF-1 act: 7; GSK3 alpha inh: -1; HSF1 inhib: 3; HIF act: 0.9; AI-2 QS modul: 14; aSyn UTR inh: 9; GSK3beta inhib: 0; KLF5 inhibitor: -26; HSP90 inh: -1

How did CCO[C@H]1OC(C(=O)NCc2ccccc2)=C[C@@H](C)[C@@H]1CCCO do in these assays?
IEC-6 cytotox: 0; HSF-1 act: -4; GSK3 alpha inh: 0; HSF1 inhib: -1; HIF act: -0.6; AI-2 QS modul: 15; aSyn UTR inh: -1; GSK3beta inhib: 3; KLF5 inhibitor: 7; HSP90 inh: 8

What do the screens show for `OCCC1CN(Cc2nc3ccccc3s2)CCN1C1CCCC1` (stereo unspecified)?
IEC-6 cytotox: -3; GSK3 alpha inh: -2; AI-2 QS modul: 7; aSyn UTR inh: 3; GSK3beta inhib: -1; KLF5 inhibitor: 0; HSP90 inh: 3

How did CCOC(=O)c1[nH]ncc1[C@@H]1C[C@H]2CN(Cc3cccc(Cl)c3)C(=O)[C@]23CCCN13 do in these assays?
IEC-6 cytotox: 0; HSF-1 act: 11; GSK3 alpha inh: -1; HSF1 inhib: 2; HIF act: 0.7; AI-2 QS modul: -10; aSyn UTR inh: -11; GSK3beta inhib: -2; KLF5 inhibitor: 12; HSP90 inh: 2

What do the screens show for `CCSc1ccc2cc(OC)ccc2[n+]1CC`?
IEC-6 cytotox: -6; HSF-1 act: -2; GSK3 alpha inh: 1; HSF1 inhib: 5; HIF act: -0.1; AI-2 QS modul: 14; aSyn UTR inh: -15; GSK3beta inhib: -1; KLF5 inhibitor: -9; HSP90 inh: 0

What do the screens show for `CCOC(=O)c1ccc(-n2ccnc2)c(NC(=O)c2ccc(C(C)(C)C)cc2)c1`?
IEC-6 cytotox: -6; HSF-1 act: 6; GSK3 alpha inh: 5; HSF1 inhib: 4; HIF act: 0.8; AI-2 QS modul: 6; aSyn UTR inh: 13; GSK3beta inhib: 3; KLF5 inhibitor: -3; HSP90 inh: -5

How did CCCn1c(C)cc(C(=O)CSc2nc3ccccc3c(=O)n2Cc2ccco2)c1C do in these assays?
IEC-6 cytotox: 5; HSF-1 act: 24; GSK3 alpha inh: 3; HSF1 inhib: 14; HIF act: 3.4; AI-2 QS modul: 22; aSyn UTR inh: -219; GSK3beta inhib: -5; KLF5 inhibitor: -12; HSP90 inh: 0

Results for COc1ccc(/C=N/n2nnnc2N)c(OC)c1 ?
IEC-6 cytotox: -9; HSF-1 act: 22; GSK3 alpha inh: 1; HSF1 inhib: 0; HIF act: -0.5; AI-2 QS modul: 4; aSyn UTR inh: -37; GSK3beta inhib: -2; KLF5 inhibitor: -50; HSP90 inh: -3

Results for COc1ccc(CN2C(=O)CCCc3ccccc32)cc1 ?
IEC-6 cytotox: -2; HSF-1 act: -8; GSK3 alpha inh: -3; HSF1 inhib: -2; HIF act: 1.7; AI-2 QS modul: 7; aSyn UTR inh: -2; GSK3beta inhib: 0; KLF5 inhibitor: -13; HSP90 inh: 1

What do the screens show for `CCOC(=O)C(Cc1ccccc1)NS(=O)(=O)c1ccc(NC(C)=O)cc1` (stereo unspecified)?
IEC-6 cytotox: 0; HSF-1 act: -14; GSK3 alpha inh: -1; HSF1 inhib: -10; HIF act: -0.6; AI-2 QS modul: 8; aSyn UTR inh: 1; GSK3beta inhib: -3; KLF5 inhibitor: -11; HSP90 inh: -3

Results for O=C(Cn1cnc2c(cnn2-c2ccc(F)cc2)c1=O)N1CCCc2ccccc21 ?
IEC-6 cytotox: 0; HSF-1 act: 1; GSK3 alpha inh: -2; HSF1 inhib: -9; HIF act: -0.9; AI-2 QS modul: 6; aSyn UTR inh: -2; GSK3beta inhib: -2; KLF5 inhibitor: -21; HSP90 inh: -2

How did CCOc1ccc(CN2CCN(C(=O)c3cccc4ccccc34)CC2)cc1 do in these assays?
IEC-6 cytotox: -2; HSF-1 act: 3; GSK3 alpha inh: -1; HSF1 inhib: -4; HIF act: 0.6; AI-2 QS modul: -11; aSyn UTR inh: 7; GSK3beta inhib: 7; KLF5 inhibitor: -26; HSP90 inh: 7

How did Cn1c(CNC(=O)CNC(=O)Cc2ccccc2)cc(=O)n(C)c1=O do in these assays?
IEC-6 cytotox: 0; HSF-1 act: 4; GSK3 alpha inh: 1; HSF1 inhib: -1; HIF act: -0.1; AI-2 QS modul: 24; aSyn UTR inh: 9; GSK3beta inhib: 2; KLF5 inhibitor: -1; HSP90 inh: 0

How did CN(C)S(=O)(=O)c1ccc(C(=O)NCC(=O)N/N=C/c2cccs2)cc1 do in these assays?
IEC-6 cytotox: 0; HSF-1 act: 12; GSK3 alpha inh: -3; HSF1 inhib: -6; HIF act: -0.3; AI-2 QS modul: -48; aSyn UTR inh: -13; GSK3beta inhib: -5; KLF5 inhibitor: -1; HSP90 inh: 1

Three records picked at random from the list so far:
How did CCOC(=O)c1[nH]ncc1[C@@H]1C[C@H]2CN(Cc3cccc(Cl)c3)C(=O)[C@]23CCCN13 do in these assays?
IEC-6 cytotox: 0; HSF-1 act: 11; GSK3 alpha inh: -1; HSF1 inhib: 2; HIF act: 0.7; AI-2 QS modul: -10; aSyn UTR inh: -11; GSK3beta inhib: -2; KLF5 inhibitor: 12; HSP90 inh: 2

How did CN(C)S(=O)(=O)c1ccc(C(=O)NCC(=O)N/N=C/c2cccs2)cc1 do in these assays?
IEC-6 cytotox: 0; HSF-1 act: 12; GSK3 alpha inh: -3; HSF1 inhib: -6; HIF act: -0.3; AI-2 QS modul: -48; aSyn UTR inh: -13; GSK3beta inhib: -5; KLF5 inhibitor: -1; HSP90 inh: 1

How did Cn1c(CNC(=O)CNC(=O)Cc2ccccc2)cc(=O)n(C)c1=O do in these assays?
IEC-6 cytotox: 0; HSF-1 act: 4; GSK3 alpha inh: 1; HSF1 inhib: -1; HIF act: -0.1; AI-2 QS modul: 24; aSyn UTR inh: 9; GSK3beta inhib: 2; KLF5 inhibitor: -1; HSP90 inh: 0

More records
Results for C=CCn1c(Cc2cccs2)nnc1SCC(=O)Nc1ccc(OC)c(OC)c1 ?
IEC-6 cytotox: -3; HSF-1 act: 2; GSK3 alpha inh: 6; HSF1 inhib: -6; HIF act: -0.7; AI-2 QS modul: 8; aSyn UTR inh: 14; GSK3beta inhib: -1; KLF5 inhibitor: -50; HSP90 inh: 2

What do the screens show for `Cc1cccc(OCCC(=O)Nc2ccccc2C(N)=O)c1`?
IEC-6 cytotox: 0; HSF-1 act: 7; GSK3 alpha inh: 0; HSF1 inhib: -5; HIF act: 2.1; AI-2 QS modul: 11; aSyn UTR inh: -28; GSK3beta inhib: -1; KLF5 inhibitor: 0; HSP90 inh: -1

Results for Cc1onc(-c2ccccc2Cl)c1C(=O)OCC(=O)c1ccccc1 ?
IEC-6 cytotox: -2; HSF-1 act: 9; GSK3 alpha inh: -4; HSF1 inhib: 2; HIF act: 0.3; AI-2 QS modul: 19; aSyn UTR inh: 12; GSK3beta inhib: 19; KLF5 inhibitor: -35; HSP90 inh: 0

What do the screens show for `CC(OC(=O)CSc1ccc([N+](=O)[O-])cc1)C(=O)NCc1ccccc1` (stereo unspecified)?
HSF-1 act: -2; GSK3 alpha inh: -1; HSF1 inhib: -1; HIF act: -0.5; AI-2 QS modul: 9; aSyn UTR inh: 7; GSK3beta inhib: -3

What do the screens show for `Cn1ccc(C(=O)Nc2cccnc2Cl)n1`?
IEC-6 cytotox: 0; HSF-1 act: -8; HSF1 inhib: -8; HIF act: 0.1; AI-2 QS modul: 24; aSyn UTR inh: -23; GSK3beta inhib: 1; KLF5 inhibitor: -41; HSP90 inh: 2

How did Cc1cccnc1NC(=O)C1c2ccccc2Oc2ccccc21 do in these assays?
IEC-6 cytotox: -3; HSF-1 act: 14; GSK3 alpha inh: 0; HSF1 inhib: -6; HIF act: 0.2; AI-2 QS modul: 22; aSyn UTR inh: 10; GSK3beta inhib: 2; KLF5 inhibitor: 6; HSP90 inh: -4

What do the screens show for `NS(=O)(=O)c1ccc(N2N=C(c3ccccc3)CC2c2ccc(F)cc2)cc1` (stereo unspecified)?
IEC-6 cytotox: -11; HSF-1 act: 47; GSK3 alpha inh: -3; HSF1 inhib: 33; HIF act: -0.1; AI-2 QS modul: 24; aSyn UTR inh: 25; GSK3beta inhib: 0; KLF5 inhibitor: -9; HSP90 inh: -4

Results for N#Cc1ccccc1S(=O)(=O)N1CCN(S(=O)(=O)c2ccc(Br)c(C(=O)O)c2)CC1 ?
IEC-6 cytotox: -7; HSF-1 act: 8; GSK3 alpha inh: -3; HSF1 inhib: 0; HIF act: -0.3; AI-2 QS modul: 19; aSyn UTR inh: -21; GSK3beta inhib: -1; KLF5 inhibitor: -53; HSP90 inh: 0

How did CCOC(=O)C1CCN(C(=O)c2cn(C)c(=O)c3cc(OC)c(OC)cc23)CC1 do in these assays?
IEC-6 cytotox: 12; HSF-1 act: -7; GSK3 alpha inh: -1; HSF1 inhib: -3; HIF act: -0.5; AI-2 QS modul: -5; aSyn UTR inh: -11; GSK3beta inhib: -5; KLF5 inhibitor: -10; HSP90 inh: 0

Results for CCOC(=O)c1c(C)[nH]c(C(=O)OCCOc2ccc(Cl)cc2)c1C ?
IEC-6 cytotox: 1; HSF-1 act: 19; GSK3 alpha inh: 2; HSF1 inhib: 14; HIF act: 0.1; AI-2 QS modul: 31; aSyn UTR inh: -42; GSK3beta inhib: 4; KLF5 inhibitor: 3; HSP90 inh: 0

What do the screens show for `O=C(O)/C=C/C(=O)Nc1ccc(Cl)cc1C(=O)c1ccccc1`?
IEC-6 cytotox: 1; HSF-1 act: -2; GSK3 alpha inh: 6; HSF1 inhib: -3; HIF act: -0.2; AI-2 QS modul: 3; aSyn UTR inh: -18; GSK3beta inhib: 4; KLF5 inhibitor: -1; HSP90 inh: -2

How did Nc1c(C(=O)N/N=C/c2ccc(Cl)cc2)cnn1-c1ccccc1 do in these assays?
IEC-6 cytotox: 2; HSF-1 act: 7; GSK3 alpha inh: -1; HSF1 inhib: 2; HIF act: 1.2; AI-2 QS modul: 13; aSyn UTR inh: -23; GSK3beta inhib: 0; KLF5 inhibitor: -18; HSP90 inh: 2

How did N#CCCS(=O)(=O)c1nnnn1-c1ccccc1 do in these assays?
IEC-6 cytotox: 7; GSK3 alpha inh: -2; KLF5 inhibitor: 4; HSP90 inh: 5

How did COc1ccc(C(=O)Oc2cccc(Nc3ncnc4ccccc34)c2)cc1OC do in these assays?
IEC-6 cytotox: 1; HSF-1 act: -9; GSK3 alpha inh: -2; HSF1 inhib: -9; HIF act: -0.7; AI-2 QS modul: 12; aSyn UTR inh: -15; GSK3beta inhib: 1; KLF5 inhibitor: -28; HSP90 inh: 4

What do the screens show for `CCCCC1=CC2=CC(=O)C(C)(OC(=O)CC)C(=O)C2=CO1` (stereo unspecified)?
HSF-1 act: -10; GSK3 alpha inh: -2; HSF1 inhib: -4; HIF act: 0.3; AI-2 QS modul: 18; aSyn UTR inh: -1; GSK3beta inhib: 3
